CDK5 inh – inhibitors of human CDK5/p35 kinase; AID 488839; Q00535+Q15078; inhibition, % at 10 µM; 330,000 tested, 0.01% active; Recombinant CDK5/p35, ADP-Glo luminescence, 60 min;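 active = highest replicate inhibition of at least 50% and at least 75% of replicates reaching 50%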;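 note: plate controls were DMSO neutral control for no effect and GW8510 at 10 µM for full effect; many of its hits are not listed in these tables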
Target sequence (Q00535 whole entry, looked up): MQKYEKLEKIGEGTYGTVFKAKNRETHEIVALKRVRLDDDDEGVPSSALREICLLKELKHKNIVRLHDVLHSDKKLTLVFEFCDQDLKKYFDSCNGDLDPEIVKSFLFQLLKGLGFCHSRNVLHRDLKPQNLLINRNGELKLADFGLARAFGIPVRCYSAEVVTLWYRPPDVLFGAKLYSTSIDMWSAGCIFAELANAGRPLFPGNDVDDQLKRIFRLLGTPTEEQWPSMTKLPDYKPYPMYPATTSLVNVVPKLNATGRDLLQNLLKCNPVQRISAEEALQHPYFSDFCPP
Target sequence (Q15078 whole entry, looked up): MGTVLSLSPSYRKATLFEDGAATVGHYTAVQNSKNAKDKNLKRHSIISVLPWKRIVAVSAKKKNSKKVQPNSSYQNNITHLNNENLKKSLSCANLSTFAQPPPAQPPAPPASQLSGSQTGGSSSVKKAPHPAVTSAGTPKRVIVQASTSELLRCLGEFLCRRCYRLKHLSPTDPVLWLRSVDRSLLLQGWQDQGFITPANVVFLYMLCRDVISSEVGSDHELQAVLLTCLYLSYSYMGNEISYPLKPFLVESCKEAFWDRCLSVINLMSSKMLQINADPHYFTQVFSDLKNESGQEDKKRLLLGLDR
dFosB activator – activators of mouse delta FosB homodimer; P13346; purified delta FosB, TAMRA-CDK5 oligo fluorescence polarization; percent of positive-control signal above neutral wells; activation, % at 25 µM; 340,000 tested, 0.99% active;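 active = mean activation above about 17%, with every replicate also reaching it, limit read from the data, passing the limit was not always enough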;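 note: fluorescence polarization rise as delta FosB binds a TAMRA Cdk5 AP-1 oligo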
Target sequence (P13346 whole entry, looked up): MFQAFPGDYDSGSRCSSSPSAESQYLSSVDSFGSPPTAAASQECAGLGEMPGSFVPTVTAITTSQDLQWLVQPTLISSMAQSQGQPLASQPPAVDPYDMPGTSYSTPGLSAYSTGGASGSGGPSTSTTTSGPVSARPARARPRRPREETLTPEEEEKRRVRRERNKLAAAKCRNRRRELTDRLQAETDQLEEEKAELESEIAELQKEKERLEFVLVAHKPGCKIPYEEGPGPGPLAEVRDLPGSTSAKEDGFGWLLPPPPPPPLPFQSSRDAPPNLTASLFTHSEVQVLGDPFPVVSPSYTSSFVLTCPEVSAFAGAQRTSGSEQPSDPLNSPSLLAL
MITF act – MITF TRPM1 promoter activation in melanoma cells. SK-MEL-5 TRPM1-promoter luciferase, 24 h; % of positive control, neutral wells = 0. activation, % at 12.5 µM. 300,000 tested, 0.75% active. AID 588334;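 active = mean activation of at least 80% with every replicate also reaching 80%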;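 note: 0% = neutral control wells and 100% = parthenolide positive control wells; values of inactives mirror those of a sister screen read the other way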
Tat transport – E. coli Tat transport inhibition; E. coli MC4100 TorA-mCherry Tat export, fluorescence; inhibition, % at 10 µM; 340,000 tested, 0.036% active; AID 488895;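 active = mean replicate inhibition at least 50% and at least half of replicates individually reaching 50%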;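 note: exported cargo escapes ClpAP degradation while cytoplasmic cargo is degraded and loses fluorescence; 0% = median of neutral control wells and 100% = median of NaSCN control wells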
Wnt act – activates Wnt/beta-catenin signaling in a reporter cell assay. activator, plate reader. activation, % at 9.35 µM. 300,000 tested, 1.2% active; in the data active = activation above about 30%, passing the limit was not always enough;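 note: 0% = neutral control wells and 100% = positive control wells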
CAL PDZ FP-1 – blocks peptide binding to human CAL PDZ domain; purified CAL PDZ, TMR-peptide fluorescence polarization, 1 h; inhibition, % at 20 µM; 330,000 tested, 0.02% active; AID 504414;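 active = highest replicate inhibition of at least 40%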;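 note: plate controls were DMSO neutral control wells for no effect and unlabeled competitor peptide control wells for full effect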
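Test system: purified CerCALP PDZ construct; Compound dosing: one concentration, 20 µM compound; Also added: TMR-labelled reporter peptide T*-PRC34 bound in PDZ groove; Read-out: inhibition from polarization loss; Controls: unlabelled peptide and DMSO controls; Signal: FP readout, S and P plane fluorescence; Incubation: 1 h at RT.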
CAL PDZ FP-2 – blocks peptide binding to the human CAL PDZ domain | purified CAL PDZ, TMR-peptide fluorescence polarization, 1 h | 300,000 tested, 0.92% active | AID 602252 | inhibition, % at 24.9 µM | Q9HD26;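 active = mean inhibition of at least 30% with at least half of replicates also reaching 30%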;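 note: 0% = DMSO neutral control and 100% = excess unlabeled competitor peptide PRC23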
RTF Ca sens act – increases calcium sensitivity of human cardiac regulated thin filaments; P19429+P45379; 340,000 tested, 0.24% active; IANBD-labeled TnC RTF fluorescence at EC20 calcium; 0% EC20 calcium, 100% full calcium; activation, % at 7.2 µM;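 active = activation above the mean over all tested compounds plus 3 SD, cut at about 30% in these data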;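 note: rise in fluorescence read as greater calcium sensitivity of cardiac thin filaments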
Rtt109 HAT inh – blocks Candida albicans Rtt109/Vps75 acetyltransferase activity | 330,000 tested, 0.16% active | purified Rtt109/Vps75, ThioGlo CoA-SH fluorescence, 4 h | AID 540336 | inhibition, % at 34.9 µM;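 active = inhibition of at least 50% in every replicate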
V-ATPase pH – alters yeast V-ATPase proton transport | S. cerevisiae, pHLuorin cytosolic pH fluorescence | response, % at 10 µM | 350,000 tested, 0.37% active | AID 504577; in the data active = response mostly above about 7.3%, no sharp cut-off; inactive = mostly below about 5.4%; note: actives read high; inactives centre near 0; some compounds called inactive have numbers as strong as hits
* hit, by the source's call; . = not tested or not shown; & = joins results of further samples.

SMILES	CDK5 inh	dFosB activator	MITF act	Tat transport	Wnt act	CAL PDZ FP-1	CAL PDZ FP-2	RTF Ca sens act	Rtt109 HAT inh	V-ATPase pH
O=C(NCc1ccc(F)cc1)c1cccc2c1C(=O)c1ccc(N3CCOCC3)cc1S2(=O)=O	2.7	2	-4	-12	3	-0.4	1	12	18	-3
CC1(c2ccc(Cl)cc2)NC(=O)N(CC(=O)N2CCCC2)C1=O (stereo not given)	1.3	-6	-4	-10	.	-3.5	-3	1	6	1
CCOc1ccc(-c2c[n+]3c(n2-c2ccccc2)CCCCC3)cc1	0.1	-2	-42	-4	-3	-2.6	-6	0	-7	-3
Cc1ccc(N2C(=O)C(Cl)=C(N3CCOCC3)C2=O)c(C)c1	0.5	-4	-1	5	-3	1.7	.	0	2	-1
COc1ccc(N2CCN(S(=O)(=O)CCNC(=O)COc3ccccc3)CC2)cc1	1.1	-2	7	-6	-2	1.8	0	2	10	-2
CCCC(=O)OC/C(O)=C(\C#N)c1nc2ccccc2[nH]1	-1.7	-1	-18	-6	-1	-0.9	3	-2	8	1
CN(CC(=O)NC(=O)NCc1ccccc1)CC(=O)Nc1ccc(Cl)c(C(F)(F)F)c1	1.5	-16	-1	16	-2	-2.7	-2	-12	6	1
Oc1ccc(Cl)cc1CNn1cnnc1	-0.6	1	-4	-1	0	-1.2	0	2	-10	0
NC(=NCCc1c[nH]c2ccccc12)NC(=O)c1ccc(F)cc1	5.6	1	.	-7	-1	-0.7	.	2	4	0
COc1ccc(C)cc1-n1ccn(CC(=O)Nc2ccc(Br)cc2F)c(=O)c1=O	0.6	-12	-6	2	-3	-0.4	-3	-5	2	5
CN(CC(=O)Nc1ccc(Cl)cc1)CC(=O)Nc1ccc(F)c(F)c1F	-2.8	5	-1	0	-2	-1.2	-2	-2	2	-3
COc1cccc(OCC(O)CN2CCN(c3ccc(Cl)cc3)CC2)c1 (stereo not given)	0.6	-4	-14	-4	2	-0.5	-9	-5	-5	-3

Complete entries, looked up by structure. Values in the order: CDK5 inh	dFosB activator	MITF act	Tat transport	Wnt act	CAL PDZ FP-1	CAL PDZ FP-2	RTF Ca sens act	Rtt109 HAT inh	V-ATPase pH
`Cc1ccc(N2C(=O)C(Cl)=C(N3CCOCC3)C2=O)c(C)c1` in the list: 0.5	-4	-1	5	-3	1.7	.	0	2	-1
`O=C(NCc1ccc(F)cc1)c1cccc2c1C(=O)c1ccc(N3CCOCC3)cc1S2(=O)=O` in the list: 2.7	2	-4	-12	3	-0.4	1	12	18	-3
`CCCC(=O)OC/C(O)=C(\C#N)c1nc2ccccc2[nH]1` in the list: -1.7	-1	-18	-6	-1	-0.9	3	-2	8	1
`CN(CC(=O)Nc1ccc(Cl)cc1)CC(=O)Nc1ccc(F)c(F)c1F` in the list: -2.8	5	-1	0	-2	-1.2	-2	-2	2	-3
`COc1cccc(OCC(O)CN2CCN(c3ccc(Cl)cc3)CC2)c1` (stereo not given) in the list: 0.6	-4	-14	-4	2	-0.5	-9	-5	-5	-3

Next part.
SMILES	CDK5 inh	dFosB activator	MITF act	Tat transport	Wnt act	CAL PDZ FP-1	CAL PDZ FP-2	RTF Ca sens act	Rtt109 HAT inh	V-ATPase pH
CCC(=O)c1ccc(OCC(=O)NC2CCN(Cc3ccccc3)CC2)cc1	-3.3	-8	-7	5	-3	-0.1	-9	4	4	0
CC(=O)NC1(C(F)(F)F)C(=O)Nc2c1c(=O)[nH]c(=O)n2CC(C)C (stereo not given)	2.9	0	-3	2	-2	0.2	-5	0	7	1
Cc1cccc(CSC2=NN3CCCC(=O)N=C3S2)c1	1.6	-4	.	-5	8	-1.7	.	-6	-1	-2
COC(=O)Cn1c(CN2CCN(C(=O)c3ccco3)CC2)nc2c1c(=O)n(C)c(=O)n2C	0.9	-4	-12	-2	-3	0.4	-4	3	10	-1
CCOC(=O)N1CCN(C(=O)CN2C(=O)NC(C)(c3ccc4ccccc4c3)C2=O)CC1 (stereo not given)	-0.7	-10	-20	-5	-3	-0.5	0	-2	5	0
CCCC1=NN(c2ccc([N+](=O)[O-])cc2)C(=O)/C1=C/N(C)C	1.0	3	14	-2	1	-0.6	-2	-2	1	-1
N#Cc1cccc(NC(=O)COC(=O)c2cc(S(=O)(=O)Nc3ccccc3Cl)ccc2O)c1	-2.1	2	-6	4	-3	-0.4	.	2	6	-2
N#Cc1ccc(C(=O)CSc2n[nH]c(=O)n2Cc2ccco2)cc1	0.4	-3	-12	-9	1	0.7	-3	-4	9	1
Nc1ccc(CNC(=O)OCC2c3ccccc3-c3ccccc32)cc1	-1.3	-2	10	-5	4	-0.6	-1	0	2	-4
Cc1ccc(NC(=O)CCn2cccc2)cc1Cl	0.3	10	9	0	-1	.	-3	-2	2	-1
C=C(C)CSc1nnc(-c2ccc(OC)cc2)n1N	-2.0	2	61	2	14	0.3	-5	-2	-22	3
NNC(=O)Cn1nc2n(c1=O)-c1ccccc1SC2	0.3	-6	1	0	0	-1.2	-7	-1	-2	-6
CC(Nc1cccc(C(=O)NC2CC2)c1)c1nnc(-c2ccccc2)o1 (stereo not given)	-1.4	-11	10	2	-1	-0.6	-2	-3	2	6
CCCNC(=O)/C(=C/c1cn(S(=O)(=O)N(C)C)c2ccccc12)NC(=O)c1ccc(OC)cc1	-1.8	-1	-4	8	-1	-0.9	.	-2	15	1
CCN(CC)c1ccc(NC(=O)CCS(=O)(=O)c2ccc(Br)cc2)c(C)c1	-1.9	-1	-3	-7	0	-2.2	-4	-5	-1	2
c1ccc2c(N3CCOCC3)nc(N3CCOCC3)nc2c1	-2.0	1	-1	-1	-2	-1.6	-1	-2	-42	-2
CC(Nc1cccnc1)=C(C#N)C#N	0.0	-4	-6	-3	0	-2.9	8	5	3	-1
CC(CCc1ccccc1)NS(=O)(=O)c1ccccc1 (stereo not given)	-0.4	-1	6	3	.	-1.8	-2	-3	-6	-1
Cc1cc(=O)oc2cc(OCC(=O)Nc3nnc(C(C)C)s3)ccc12	-1.8	5	1	5	.	-0.9	1	-1	0	0
CN(Cc1ccc(Cl)s1)C(=O)CCl	1.0	1	-35	-8	-1	0.4	2	4	-7	2
O=S(=O)(c1cccc(C(F)(F)F)c1)N(CCCN1CCOCC1)Cc1cccs1	0.0&2.3	-2&-1	9&-11	1&-1	-11	-0.4&-0.7	-5&2	-1&-2	-4&-24	0&-3
O=C(CCCn1c(SCc2cccc([N+](=O)[O-])c2)nc2ccccc2c1=O)NCC1CCCO1 (stereo not given)	-0.6	3	2	-5	-4	-3.2	-5	4	-7	0
CCOc1ccc(S(=O)(=O)NCCC(=O)N2CCN(Cc3ccccc3)CC2)cc1	0.1	-4	-5	-4	-3	-2.3	-4	-1	2	0
CCOC(=O)c1ccccc1NC(=O)CN(c1ccccc1C)S(C)(=O)=O	-1.8	-8	.	-1	.	-2.4	0	0	.	2

3 entries from above, ordered by the value under dFosB activator, descending.
SMILES	CDK5 inh	dFosB activator	MITF act	Tat transport	Wnt act	CAL PDZ FP-1	CAL PDZ FP-2	RTF Ca sens act	Rtt109 HAT inh	V-ATPase pH
CCN(CC)c1ccc(NC(=O)CCS(=O)(=O)c2ccc(Br)cc2)c(C)c1	-1.9	-1	-3	-7	0	-2.2	-4	-5	-1	2
CCOc1ccc(S(=O)(=O)NCCC(=O)N2CCN(Cc3ccccc3)CC2)cc1	0.1	-4	-5	-4	-3	-2.3	-4	-1	2	0
CC(Nc1cccc(C(=O)NC2CC2)c1)c1nnc(-c2ccccc2)o1 (stereo not given)	-1.4	-11	10	2	-1	-0.6	-2	-3	2	6

(continued)
SMILES	CDK5 inh	dFosB activator	MITF act	Tat transport	Wnt act	CAL PDZ FP-1	CAL PDZ FP-2	RTF Ca sens act	Rtt109 HAT inh	V-ATPase pH
Cc1cc(Cl)nc(Cl)c1C(=O)N1CCOCC1	0.4	4	0	0	1	0.6	3	-1	8	2
Cc1cc(N2CCN(C)CC2)nc2ccc(NC(=O)c3cccnc3Cl)cc12	0.6	0	.	0	2	.	-1	2	5	-7
O=C(c1cc(S(=O)(=O)N2CCOCC2)ccc1Cl)N1CCC(Cc2ccccc2)CC1	3.3	-15	-3	14	-1	-3.1	1	-6	5	4
COc1ccccc1CCC(=O)Nc1cc(S(=O)(=O)N2CCOCC2)ccc1N1CCCC1	-0.1	-8	-1	-8	0	-1.9	-4	7	-3	5
O=C1Nc2ccccc2N(O)N1c1cc(-c2cccc(Cl)c2)no1	-4.2	-1	.	0	5	-1.9	.	1	4	1
S=C(NCc1ccccn1)Nc1ccccc1Cl	1.9	0	2	4	.	-0.8	-9	1	-4	-2
COC(=O)c1cc(-c2ccccc2)n(CCN)c1C	1.2	4	0	3	-2	-1.3	-27	-3	-3	4
O=C(NCC1CCCO1)c1cn(Cc2ccccc2)nc1-c1ccc(Cl)cc1 (stereo not given)	-4.1	-5	-18	-10	2	1.4	-17	1	4	1
COc1ccc(-n2c(Cc3cccn3C)nnc2SCC(=O)Nc2ccccc2C)cc1	2.3	2	3	0	5	0.6	0	7	-5	-1
CCOC(=O)c1[nH]c(C)c(C(=O)OCC(=O)N(C)C2CCS(=O)(=O)C2)c1C (stereo not given)	-2.2	-7	16	0	-1	0.5	-6	1	-6	3
Nc1cc(N)nc(SCC(=O)N2CCN(C(=O)c3ccco3)CC2)n1	-0.4	4	8	2	2	-1.0	-2	9	1	4
C=Cc1cc2c(cc1O)CCC1C2CCC2(C)C(O)CCC12 (stereo not given)	0.3	-7	5	5	-4	-1.0	1	-2	-1	-1
COC(=O)CSc1nsc(SCC(=O)OC)c1C#N	1.5	3	11	-2	.	-0.8	-4	-6	2	2
CC(=O)NCCc1cc2cc(C)c(C)cc2[nH]c1=O	2.2	-1	-1	3	.	1.4	0	-5	-3	-3
COc1cc(NC(=S)Nc2ccc(N(C)C(C)=O)cc2)cc(OC)c1	-0.5	-2	-15	-8	-1	-7.8	-1	2	-2	-2
CCNc1nnc(SCC(=O)c2cc(C)n(C3CC3)c2C)s1	-0.9	-3	6	-6	5	-1.6	0	-3	-8	1
COc1ccc(-c2oc3ccc(-c4cc(OC)c(OC)c(OC)c4)cc3c2-c2ccc(OC)nc2)cc1	-0.5	-6	6	6	12	0.0	-2	6	-2	-3
COC(=O)c1c(C)oc2ccc(OC(=O)c3cccs3)cc12	-1.3	-8	4	4	.	-0.7	-2	-3	6	-82
CCN(Cc1ccncc1)Cc1cn[nH]c1-c1cc(OC)c(OC)c(OC)c1	0.6	-5	-7	-2	2	-1.0	0	-1	2	-3
O=C(OCc1nnc(-c2ccc(Br)cc2)o1)c1cncc(Br)c1	-1.0	-10	13	-1	-1	-1.1	0	3	-5	-2
O=C1CC(SCc2nc3ccccc3[nH]2)C(=O)N1c1ccc(F)c(Cl)c1 (stereo not given)	1.9	-11	-17	0	7	-0.9	-4	0	-7	5
Cn1nnnc1SCc1cn2cccnc2n1	1.5	-7	-11	-8	1	-1.2	-1	6	-2	1
